Assay outcomes as filed in PubChem.
KCNK3 inh – human KCNK3 channel inhibition, primary screen | O14649 | B-score at 10 µM | actives 0.84% (n = 340,000) | CHO-KCNK3 thallium flux, FluxOR fluorescence; active compounds read low;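 active = B-score under library mean minus 4 SD, starting fluorescence ratio at most library mean plus 5 SD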;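 also: more negative B-score means stronger inhibition of thallium flux through KCNK3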
Target sequence (O14649 whole entry, looked up): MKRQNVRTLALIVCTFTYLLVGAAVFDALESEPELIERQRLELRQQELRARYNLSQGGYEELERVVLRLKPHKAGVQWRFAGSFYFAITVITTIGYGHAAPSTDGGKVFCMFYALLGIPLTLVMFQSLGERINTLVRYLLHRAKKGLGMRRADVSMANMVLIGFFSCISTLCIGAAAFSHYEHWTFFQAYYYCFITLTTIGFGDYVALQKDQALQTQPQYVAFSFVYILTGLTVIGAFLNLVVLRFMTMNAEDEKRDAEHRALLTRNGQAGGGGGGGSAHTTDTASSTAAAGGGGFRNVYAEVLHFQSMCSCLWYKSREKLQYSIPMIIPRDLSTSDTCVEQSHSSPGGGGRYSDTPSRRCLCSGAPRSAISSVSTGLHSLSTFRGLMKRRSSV
hERG rescue – shields human hERG channel from block by proarrhythmic agents; Q12809; CHO-hERG, FluxOR thallium flux, dofetilide IC70 present; activation (rescue from dofetilide block), less the hit threshold, % at 10 µM; actives 0.51% (n = 310,000);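 active = activation above the mean of controls blocked by dofetilide plus 5 SD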;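 also: thallium influx through hERG after potassium depolarization seen as dye fluorescence rise; in these data hits start at about 4.7%; inactives centre near -7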
KCNK9 inh – blocks the human KCNK9 two-pore domain potassium channel | B-score at 10 µM | HEK293 KCNK9, FluxOR thallium flux fluorescence; active compounds read low | AID 488922 | actives 1.2% (n = 310,000);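 active = ratio B-score over 3 SD below the library mean, with starting fluorescence within 5 SD of its mean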;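 also: negative B-score means less thallium flux so channel inhibition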
ANO1 block – blocks the mouse calcium-activated chloride channel TMEM16A. Q8BHY3. HEK293 TMEM16A/YFP iodide influx fluorescence, ionomycin. normalized B-score (activity score, 25-100; higher = stronger inhibition) at 10 µM. actives 1.2% (n = 310,000). AID 588511;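 active = ratio plate-corrected score three or more library SD toward inhibition, starting fluorescence score within five deviations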;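 also: score derived from kinetic fluorescence span divided by baseline fluorescence per well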
ANO1 activ – activators or potentiators of mouse TMEM16A chloride channel; B-score at 10 µM; HEK293 TMEM16A/YFP-H148Q/I152L, iodide quench fluorescence; active compounds read low; actives 0.3% (n = 340,000); AID 623877;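 active = fluorescence-ratio B-score plate-corrected deviation score at least 3 library SD below zero, with starting fluorescence score within 5 deviations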;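 also: channel opened by trigger with iodide after compound preincubation; score built on the fluorescence ratio of max minus min over baseline; more negative score means more quench and so TMEM16A activation or potentiation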
MrgX1 agonist – agonists of human MrgX1 receptor. Q96LB2. MrgX1-HEK293 cells, Fluo-4 calcium fluorescence, agonist mode; active compounds read high. B-score at 10 µM. actives 0.44% (n = 310,000);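 active = calcium response B-score plate-corrected fluorescence ratio at least 3 library SD, with starting fluorescence B-score inside 5 SD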
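Assay system: MrgX1-expressing HEK293 cells / Amount: fifteen thousand cells per well / Doses: test compound in the initial addition of three / Timing: cells plated overnight, dye loaded 0.5 h 37 °C, 0.5 h room temperature / Technique: kinetic calcium dye fluorescence, Fluo-4 NW / Control set: positive and negative controls per plate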
KCNQ1 inh – human KCNQ1 channel inhibition. B-score at 10 µM. actives 1.3% (n = 310,000). CHO-K1 KCNQ1, FluxOR thallium flux fluorescence; active compounds read high;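 active = compounds whose thallium flux B-score, printed positive for inhibition, exceeds three library SD while starting fluorescence stays within three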;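 also: channel opened by potassium depolarization with thallium stimulus after 20 min compound exposure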
RGS4 inh – human RGS4 inhibition | AID 463165 | HEK293 M3R/RGS4 inducible, Fluo-4 calcium flux; active compounds read high; triggered by carbachol at its EC20 | B-score at 10 µM | P49798 | actives 0.45% (n = 310,000);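 active = B-score, a plate-corrected calcium signal, over three deviations above library mean, with baseline fluorescence within five deviations of library mean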;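 also: RGS4 expression induced by doxycycline in cells with stable M3 receptor; B-score is computed from the integrated fluorescence ratio over baseline after carbachol; higher B-score means a larger calcium signal and so more RGS4 inhibition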
Target sequence (P49798 whole entry, looked up): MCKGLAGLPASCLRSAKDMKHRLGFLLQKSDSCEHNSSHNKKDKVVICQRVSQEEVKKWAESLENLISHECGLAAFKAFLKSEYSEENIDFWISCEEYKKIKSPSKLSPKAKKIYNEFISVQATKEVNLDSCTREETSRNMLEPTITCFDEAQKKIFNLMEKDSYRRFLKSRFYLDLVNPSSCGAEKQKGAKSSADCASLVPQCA
KCNQ1 act – human KCNQ1 channel potentiation or activation; P51787; B-score at 10 µM; actives 0.35% (n = 310,000); CHO-K1 KCNQ1, thallium flux FluxOR fluorescence; active compounds read high;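 active = fluorescence ratio B-score, a plate-corrected score, at least three library SD, with initial intensity B-score within 5 SD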
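Assay system: stable KCNQ1 CHO-K1 line; medium: assay buffer, equal DMSO in all wells; timing: 90 min dye loading and 20 min compound exposure, both at room temperature; technique: kinetic FluxOR thallium fluorescence, 10-s 1-Hz baseline, 110-s post-stimulus read; read-out basis: B score of baseline-normalized fluorescence ratio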
RGS4 pot – potentiators or activators of RGS4. actives 0.92% (n = 310,000). HEK293 M3R/inducible RGS4, carbachol calcium flux Fluo4; active compounds read low. B-score at 10 µM;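 active = B-score of the integrated calcium signal more than 4 SD below the library mean, with starting fluorescence not abnormally high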;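 also: negative B-score means reduced calcium response which marks RGS4 activation or potentiation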
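Reagent: ECmax carbachol challenge; Test system: M3R-expressing HEK293 line, RGS4 induced by doxycycline; Schedule: overnight RGS4 induction, 30 min dye load 37 °C, 20 min compound RT; Detection: calcium dye Fluo4 fluorescence; Read-out: Agonist-evoked peak-minus-minimum fluorescence over baseline, integrated ratio, B score.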
MrgX1 PAM – allosterically activates human MrgX1 receptor signaling; actives 0.63% (n = 310,000); B-score at 10 µM; Q96LB2; MrgX1-HEK293, Fluo-4 calcium flux, FDSS; active compounds read high;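 active = plate-corrected calcium response at least 3 library SD above typical, normal starting fluorescence, not activating the receptor alone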;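 also: compound read alongside a low EC10 to EC30 dose of BAM8-22 agonist; peak minus trough fluorescence over baseline measured at the second addition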
Numbers without * were called inactive; i = inactive; / = no result given.

SMILES | KCNK3 inh | hERG rescue | KCNK9 inh | ANO1 block | ANO1 activ | MrgX1 agonist | KCNQ1 inh | RGS4 inh | KCNQ1 act | RGS4 pot | MrgX1 PAM
Cc1nn(Cc2ccc(C(=O)N3c4ccc(F)cc4CCC3C)o2)c(C)c1Br (centres undefined) | i | 1 | i | i | i | i | i | i | i | i | i
O=C1N=c2ccccc2=C1c1c(O)n(-c2cccc(F)c2)[nH]c1=O | i | -4 | i | i | i | i | i | 7* | i | i | i
Cc1c(Cl)cccc1NC(=O)CSCC(N)=O | i | 2 | i | i | i | i | i | i | i | i | i
COc1cc2c(cc1NC(=O)CSc1nnc(Cc3cccs3)n1Cc1ccco1)oc1ccccc12 | i | -11 | i | i | i | i | i | i | i | i | i
CC(=O)N1CCN(C(=O)CCc2nc3sc4c(c3c(=O)[nH]2)CCCC4)CC1 | i | -10 | i | i | i | i | i | i | i | i | i
CCn1cc(C(=O)N[C@@H](C)C(=O)OC)c(=O)c2cc3c(cc21)OCO3 | i | -9 | i | i | i | i | i | i | i | i | i
O=C(/C=C/c1ccco1)Nc1cccnc1Cl | i | -8 | i | i | i | i | i | i | i | i | i
CC(C)Cn1c(SCC(=O)NCCCN2CCCC2=O)nc2ccccc21 | i | -13 | i | i | i | i | i | i | i | i | i
O=C1N(CC(=O)N2CCc3ccccc32)CCN1Cc1ccc(Cl)cc1 | i | -6 | i | i | i | i | i | i | i | i | i
CC(=O)c1cccc(NC(=O)c2cc(Cl)sc2Cl)c1 | i | -8 | i | i | i | i | i | i | i | i | i
Cc1ccc(OCCC(=O)OCC(=O)Nc2cc(C)cc(C)c2)cc1 | i | -6 | i | i | i | i | i | i | i | i | i
Cc1ccnc(NC(=O)CCC(=O)N(CC(=O)NCc2ccc(F)cc2)CC2CCCO2)c1 (centres undefined) | i | -8 | i | i | i | i | i | i | i | i | i
Cc1cc(N2C(=O)c3ccc(C(=O)NCc4ccccc4)cc3C2=O)no1 | i | / | / | i | i | i | / | / | / | / | i
Cn1c(=O)c2c(nc(SCCNS(=O)(=O)c3ccccc3)n2C)n(C)c1=O | i | -5 | i | i | i | i | i | i | i | i | i
CNC(=O)CCSSCCC(=O)NC | i | -4 | i | i | i | i | i | i | i | i | i
CCCCN(CCCC)S(=O)(=O)c1ccc(NC(=O)CN2CCOCC2)cc1 | i | -12 | i | i | i | i | i | i | i | i | i
N#Cc1ccc(S(=O)(=O)NCC(=O)OCC(=O)NCCc2ccccc2)cc1 | -11* | -11 | i | i | i | i | i | i | i | i | i
Cc1c(C(=O)c2ccc(F)cc2F)c2ccccn2c1CCC#N | i | -10 | i | i | i | i | i | i | i | i | i
CSc1nnc(C)c(=O)n1COC(=O)COc1ccc(Cl)cc1Cl | i | -20 | i | i | i | i | i | i | i | i | i
O=C(NC1CCCCCCC1)c1ccc2c(c1)OCO2 | i | -13 | i | i | i | i | i | i | i | i | i
N#CCCn1c(SCC(=O)Nc2ccc(N3CCOCC3)cc2)nc2ccccc21 | i | -6 | i | i | i | i | i | i | i | i | i
CSC1=NCCN1C(=O)c1ccc2ccccc2c1 | i | -14 | i | i | i | i | i | i | i | i | i
CC(=O)N(c1cccc(C(F)(F)F)c1)c1nc(/C=C/C(=O)O)cs1 | i | -7 | i | i | i | i | i | i | i | i | i

In the list so far, 13 contain sulfur:
SMILES | KCNK3 inh | hERG rescue | KCNK9 inh | ANO1 block | ANO1 activ | MrgX1 agonist | KCNQ1 inh | RGS4 inh | KCNQ1 act | RGS4 pot | MrgX1 PAM
Cc1c(Cl)cccc1NC(=O)CSCC(N)=O | i | 2 | i | i | i | i | i | i | i | i | i
COc1cc2c(cc1NC(=O)CSc1nnc(Cc3cccs3)n1Cc1ccco1)oc1ccccc12 | i | -11 | i | i | i | i | i | i | i | i | i
CC(=O)N1CCN(C(=O)CCc2nc3sc4c(c3c(=O)[nH]2)CCCC4)CC1 | i | -10 | i | i | i | i | i | i | i | i | i
CC(C)Cn1c(SCC(=O)NCCCN2CCCC2=O)nc2ccccc21 | i | -13 | i | i | i | i | i | i | i | i | i
CC(=O)c1cccc(NC(=O)c2cc(Cl)sc2Cl)c1 | i | -8 | i | i | i | i | i | i | i | i | i
Cn1c(=O)c2c(nc(SCCNS(=O)(=O)c3ccccc3)n2C)n(C)c1=O | i | -5 | i | i | i | i | i | i | i | i | i
CNC(=O)CCSSCCC(=O)NC | i | -4 | i | i | i | i | i | i | i | i | i
CCCCN(CCCC)S(=O)(=O)c1ccc(NC(=O)CN2CCOCC2)cc1 | i | -12 | i | i | i | i | i | i | i | i | i
N#Cc1ccc(S(=O)(=O)NCC(=O)OCC(=O)NCCc2ccccc2)cc1 | -11* | -11 | i | i | i | i | i | i | i | i | i
CSc1nnc(C)c(=O)n1COC(=O)COc1ccc(Cl)cc1Cl | i | -20 | i | i | i | i | i | i | i | i | i
N#CCCn1c(SCC(=O)Nc2ccc(N3CCOCC3)cc2)nc2ccccc21 | i | -6 | i | i | i | i | i | i | i | i | i
CSC1=NCCN1C(=O)c1ccc2ccccc2c1 | i | -14 | i | i | i | i | i | i | i | i | i
CC(=O)N(c1cccc(C(F)(F)F)c1)c1nc(/C=C/C(=O)O)cs1 | i | -7 | i | i | i | i | i | i | i | i | i

Compounds were not picked by outcome; about 6.3% have a hit in one of these screens.
